# Bioassay records deposited in PubChem BioAssay by several laboratories.
# CSN deneddyl inh – CSN deneddylation inhibition; Purified CSN, SCF-Nedd8-OG deneddylation, fluorescence polarization; inhibition, % at 12.5 µM; 0.38% of 360,000 active; AID 651999;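 active = pattern-corrected inhibition above about 35%, with an unprinted fluorescence ratio check between 0.5 and 1.5, limit read from the data, passing the limit was not always enough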;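 also: 0% = enzyme with substrate and 100% = substrate without enzyme; some results filed as inactive read as strong as hits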
#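 Detection – fluorescence polarization · System – HEK293T-derived human Csn5 enzyme · Controls – substrate-only high control, full reaction low control · Timing – 90 min, room temperature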
# Rin1-Abl PPI inh – human Rin1-Abl interaction inhibition; P00519+Q13671; TR-FRET Rin1/Abl binding, biochemical; inhibition, % at 7.35 µM; 0.4% of 360,000 active; AID 588664; in the data active = inhibition above about 5%, passing the limit was not always enough
# Scp1 inh – blocks human Scp-1 phosphatase activity; Q9GZU7; Recombinant Scp1, phosphopeptide, malachite green phosphate absorbance; inhibition, % at 20 µM; 0.88% of 340,000 active; AID 493091;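 active = inhibition above about 50% at 20 µM, limit read from the data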;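 also: plate controls were DMSO wells with enzyme for no effect and wells lacking enzyme for full effect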
# Target sequence (Q9GZU7 76-261 limits assumed): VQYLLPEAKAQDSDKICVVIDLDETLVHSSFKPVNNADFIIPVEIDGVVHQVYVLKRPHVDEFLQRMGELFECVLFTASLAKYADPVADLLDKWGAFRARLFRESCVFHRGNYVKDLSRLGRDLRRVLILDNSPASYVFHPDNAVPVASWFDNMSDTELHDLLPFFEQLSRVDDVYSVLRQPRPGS
#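 System: SCP-1 catalytic domain; Reagent: Phospho 17-mer peptide substrate; Doses: one concentration, 20 µM, with 1.0% DMSO; Incubation: 45 min room-temperature reaction, 5 min colour, 30 min stabiliser; Signal: Phosphate-binding colour reagent, absorbance read at 630 nm.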
# STEP inh – blocks human striatal-enriched tyrosine phosphatase. P54829. recombinant STEP, OMFP fluorogenic substrate, fluorescence. inhibition, % at 20 µM. 0.25% of 360,000 active. AID 588621;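 active = inhibition at 20 µM, scaled per plate between control wells, above about 37%, limit read from the data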;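 also: 0% = DMSO with enzyme and substrate and 100% = substrate only without enzyme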
#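 System: isolated STEP enzyme; schedule: 20 min enzyme reaction at room temperature, protected from light; medium: Bis-Tris buffer pH 6.0, 2.5 mM DTT, 0.005% Tween 20; signal: fluorescence, 480/540 nm; dosing: single compound dose of 20 µM, 1% DMSO final; also added: OMFP substrate, 25 µM final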
# DNMT1 block – blocks human DNA methyltransferase DNMT1; 0.83% of 360,000 active; inhibition (reported as % activation of signal), % at 10 µM; DNMT1 molecular beacon, Hinp1I cleavage, fluorescence; in the data active = inhibition above about 50%
# Rpn11 inh – inhibitors of human proteasome Rpn11; calls only at 20 µM; human 26S proteasome, Ub4-pepOG fluorescence polarization; 20S core pre-blocked with epoxomicin; 0.59% of 360,000 active;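 active = inhibition at 20 µM, scaled to each plate's controls, above about 33%, limit read from the data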
# Target sequence (O00487 whole entry, looked up): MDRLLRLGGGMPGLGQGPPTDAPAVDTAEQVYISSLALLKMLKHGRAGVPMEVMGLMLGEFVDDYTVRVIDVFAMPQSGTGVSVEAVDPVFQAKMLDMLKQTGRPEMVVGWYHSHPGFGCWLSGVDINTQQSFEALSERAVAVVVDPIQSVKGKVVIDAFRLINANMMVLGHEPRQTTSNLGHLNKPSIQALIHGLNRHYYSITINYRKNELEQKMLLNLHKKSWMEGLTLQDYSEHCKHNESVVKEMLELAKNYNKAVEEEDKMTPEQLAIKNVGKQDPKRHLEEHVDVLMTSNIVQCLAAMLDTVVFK
# Neddyl block – cullin neddylation inhibition | P61081+Q13564 | TR-FRET cullin neddylation, biochemical | calls only at 25 µM | 0.58% of 360,000 active | AID 651699; in the data active = inhibition above about 36%
# NadD block – inhibitors of Staphylococcus aureus NadD | purified NadD enzyme, colorimetric absorbance read-out | inhibition, % at 20 µM | AID 602399 | 0.78% of 360,000 active; in the data active = inhibition above about 26%; also: some compounds past the cut are filed as inactive
# LMPTP inh – LMPTP (human) inhibition; 0.22% of 360,000 active; recombinant LMPTP-A, OMFP fluorogenic substrate, fluorescence intensity; P24666; inhibition, % at 20 µM;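 active = compounds that cut the enzyme signal by at least half of the control window in the single-dose screen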;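 also: plate controls were DMSO wells with enzyme plus substrate for no effect and substrate without enzyme for full effect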
# Target sequence (P24666 whole entry, looked up): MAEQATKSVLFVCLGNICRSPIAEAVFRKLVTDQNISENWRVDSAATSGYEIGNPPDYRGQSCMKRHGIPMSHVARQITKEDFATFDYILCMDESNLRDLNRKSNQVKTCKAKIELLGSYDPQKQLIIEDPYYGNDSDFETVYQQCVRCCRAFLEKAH
#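 Assay system: LMPTP-A, protein tyrosine phosphatase of low molecular weight / Medium: pH 6.0 Bis-Tris buffer with DTT and Triton X-100 / Schedule: 50 min enzyme reaction at room temperature, protected from light / Measured by: endpoint fluorescence intensity from OMFP dephosphorylation / Read-out basis: % inhibition relative to no-enzyme and uninhibited control wells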
# SUMO1 PPI mod – SUMO1-SIM interaction modulation. P63165. SUMO1 binding to a labelled peptide, TR-FRET, 1 h. inhibition, % at 20 µM. 0.33% of 360,000 active. AID 602429; in the data active = inhibition above about 37%
# Target sequence (P63165 whole entry, looked up): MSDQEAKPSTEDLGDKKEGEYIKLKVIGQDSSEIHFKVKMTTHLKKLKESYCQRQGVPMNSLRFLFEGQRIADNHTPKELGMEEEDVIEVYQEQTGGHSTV
# Active calls of the source: *; i = inactive; . = not tested or not shown; + = active, no number.
no.	CSN deneddyl inh	Rin1-Abl PPI inh	Scp1 inh	STEP inh	DNMT1 block	Rpn11 inh	Neddyl block	NadD block	LMPTP inh	SUMO1 PPI mod	Structure
1	2	-5	-7	0	-5	i	i	13	0.8	5	O=C(CSC1=Nc2ccccc2C2=NC(CC(=O)N3CCN(c4ccccc4)CC3)C(=O)N12)NCC1CCCO1 (configuration not stated)
2	5	1	3	-1	3	i	i	0	-1.4	5	O=C(Cc1cc(=O)[nH]c(=O)[nH]1)N1CCC(Cc2ccccc2)CC1
3	1	-4	-8	0	0	i	i	0	-0.1	7	CC1=C(C(=O)NC(C)c2ccccc2)C2(CCC(C)CC2)OC1=O (configuration not stated)
4	4	-3	.	1	-5	i	.	-9	0.3	-14	CSc1ccc(/C=C/C(=O)OCC(=O)NC2CCCC2)cc1
5	3	3	0	-2	-2	i	.	2	0.9	-5	COc1ccc(-n2ncc3c(NCc4cccs4)ncnc32)cc1
6	0	-4	.	-4	2	i	i	-3	-0.8	4	Cc1cc(Cl)c2oc(C(=O)N3CCOCC3)c(C)c2c1
7	0	4	.	0	-18	i	i	-2	4.4	7	CC1(Cc2cc(Cl)ccc2C(F)(F)F)C(=O)Nc2ccc(-c3ccc(F)c(Cl)c3)cc21 (configuration not stated)
8	-1	2	-6	-1	0	i	i	3	0.0	3	CN(CCc1ccccn1)C1CCCN(S(=O)(=O)c2ccccc2Cl)C1 (configuration not stated)
9	2	3	1	-3	-7	i	i	-7	-0.3	2	O=C(COC(=O)c1ncc(Cl)c(Cl)c1Cl)Nc1cccnc1Cl
10	3	4	-8	3	-1	i	i	-4	0.2	-2	O=C(CCc1nnc(CCCc2ccccc2)o1)N1CCCCCC1
11	0	-17	-8	2	-3	i	i	-10	1.8	-18	Clc1ccccc1Sc1cnc2ccccc2n1
12	12	-1	42	2	20	i	i	1	16	6	O=C1CCCC2=C1C(c1ccc(O)c(O)c1)c1c(ccc3ncccc13)N2 (configuration not stated)
13	-2	0	1	1	3	i	i	-8	1.8	-1	N#CCC(CNc1ncc(C(F)(F)F)cc1Cl)OC(=O)c1c(F)cccc1F (configuration not stated)
14	-4	3	-1	1	5	i	i	-3	-0.8	-1	Cc1ccc(C(=O)Nc2cccc(C(=O)NCc3ccco3)c2)cc1
15	2	0	0	-2	-2	i	.	-5	-0.4	-12	O=C(CSc1cccc2cccnc12)N/N=C/c1ccc(F)cc1
16	-3	1	-15	4	2	i	i	2	-3.6	-3	Cc1nnc(N(CCC#N)CCC#N)s1

# An excerpt from above, limited to STEP inh:
cpd	SMILES	STEP inh
11	Clc1ccccc1Sc1cnc2ccccc2n1	2
12	O=C1CCCC2=C1C(c1ccc(O)c(O)c1)c1c(ccc3ncccc13)N2 (configuration not stated)	2

# Going on with the list.
no.	CSN deneddyl inh	Rin1-Abl PPI inh	Scp1 inh	STEP inh	DNMT1 block	Rpn11 inh	Neddyl block	NadD block	LMPTP inh	SUMO1 PPI mod	Structure
17	-2	1	-1	-3	-1	i	i	2	1.0	-2	CN/S(=N/S(=O)(=O)c1ccccc1)c1ccc(C)cc1 (configuration not stated)
18	-3	3	-7	-3	0	i	.	-2	-0.2	0	COc1ccc2nc(-c3ccccc3)[nH]c2c1
19	5	2	-4	2	1	i	i	-2	-1.8	10	CCOC(=O)Cc1nnc(Nc2cc(C)ccc2C)c2ccccc12
20	3	4	-5	0	0	i	i	0	1.0	-16	CC(C)(C)N(Cc1ccccc1)C(=O)c1ccc(Cl)cc1[N+](=O)[O-]
21	3	-2	4	-3	6	i	i	-6	-4.4	-1	CCC(C)C(N)C1=NC(C(=O)N[C@@H](CC(C)C)C(=O)N[C@H](CCC(=O)O)C(=O)N[C@H](C(=O)N[C@H]2CCCCNC(=O)[C@H](CC(N)=O)NC(=O)[C@@H](CC(=O)O)NC(=O)[C@H](Cc3cnc[nH]3)NC(=O)[C@@H](Cc3ccccc3)NC(=O)[C@H]([C@@H](C)CC)NC(=O)[C@@H](CCCN)NC2=O)[C@@H](C)CC)CS1 (some centres not stated)
22	-4	0	-3	0	3	i	i	-5	0.4	2	COc1ccc(C(=O)c2ccc(Br)cc2)c(OC)c1OC
23	5	0	28	84*	47	i	i	1	66*	-2	COc1cc2c(cc1NC(=O)c1cccc([N+](=O)[O-])c1)oc1ccccc12
24	-1	0	-4	-1	-5	i	i	-2	-0.6	0	CC(=O)NC(C(=O)c1ccccc1)C(=O)c1ccccc1

# Exported tab-delimited: 13 of the compounds above.
no.	SMILES	CSN deneddyl inh	Rin1-Abl PPI inh	Scp1 inh	STEP inh	DNMT1 block	Rpn11 inh	Neddyl block	NadD block	LMPTP inh	SUMO1 PPI mod
1	O=C(CSC1=Nc2ccccc2C2=NC(CC(=O)N3CCN(c4ccccc4)CC3)C(=O)N12)NCC1CCCO1 (configuration not stated)	2	-5	-7	0	-5	i	i	13	0.8	5
2	O=C(Cc1cc(=O)[nH]c(=O)[nH]1)N1CCC(Cc2ccccc2)CC1	5	1	3	-1	3	i	i	0	-1.4	5
3	CC1=C(C(=O)NC(C)c2ccccc2)C2(CCC(C)CC2)OC1=O (configuration not stated)	1	-4	-8	0	0	i	i	0	-0.1	7
4	CSc1ccc(/C=C/C(=O)OCC(=O)NC2CCCC2)cc1	4	-3	.	1	-5	i	.	-9	0.3	-14
5	COc1ccc(-n2ncc3c(NCc4cccs4)ncnc32)cc1	3	3	0	-2	-2	i	.	2	0.9	-5
6	Cc1cc(Cl)c2oc(C(=O)N3CCOCC3)c(C)c2c1	0	-4	.	-4	2	i	i	-3	-0.8	4
7	CC1(Cc2cc(Cl)ccc2C(F)(F)F)C(=O)Nc2ccc(-c3ccc(F)c(Cl)c3)cc21 (configuration not stated)	0	4	.	0	-18	i	i	-2	4.4	7
8	CN(CCc1ccccn1)C1CCCN(S(=O)(=O)c2ccccc2Cl)C1 (configuration not stated)	-1	2	-6	-1	0	i	i	3	0.0	3
9	O=C(COC(=O)c1ncc(Cl)c(Cl)c1Cl)Nc1cccnc1Cl	2	3	1	-3	-7	i	i	-7	-0.3	2
10	O=C(CCc1nnc(CCCc2ccccc2)o1)N1CCCCCC1	3	4	-8	3	-1	i	i	-4	0.2	-2
11	Clc1ccccc1Sc1cnc2ccccc2n1	0	-17	-8	2	-3	i	i	-10	1.8	-18
12	O=C1CCCC2=C1C(c1ccc(O)c(O)c1)c1c(ccc3ncccc13)N2 (configuration not stated)	12	-1	42	2	20	i	i	1	16	6
13	N#CCC(CNc1ncc(C(F)(F)F)cc1Cl)OC(=O)c1c(F)cccc1F (configuration not stated)	-2	0	1	1	3	i	i	-8	1.8	-1

# (list continues)
no.	CSN deneddyl inh	Rin1-Abl PPI inh	Scp1 inh	STEP inh	DNMT1 block	Rpn11 inh	Neddyl block	NadD block	LMPTP inh	SUMO1 PPI mod	Structure
25	-4	-2	28	-3	2	i	i	-3	-0.7	-1	O=C(c1cc2cc(Cl)ccc2[nH]1)N1CCN(c2ccc(F)cc2)CC1
26	7	2	27	-1	-4	i	i	-5	2.0	-5	Cc1ccc(Cl)cc1Nc1nc(-c2cccnc2)cs1
27	5	-6	21	0	1	i	i	-2	-7.7	-12	Cc1ccc(N(C)S(=O)(=O)c2cccc(C(=O)NCC(c3cccs3)N3CCOCC3)c2)cc1 (configuration not stated)
28	5	2	-6	0	-1	i	i	-3	-0.9	2	O=C(COC(=O)c1ccc(S(=O)(=O)Nc2ccccc2)cc1)NCCN1C(=O)CSC1=O
29	4	2	-2	7	0	i	i	-3	1.8	3	O=C(c1ccc2nc(N3CCOCC3)sc2c1)N1CCN(c2ccc(Cl)cc2)CC1
30	0	-2	-8	-2	1	i	i	2	-1.6	-2	Cc1cccc(-c2noc(CCC(=O)NC3CCCCC3)n2)c1
31	0	-5	-8	-3	1	i	i	2	-0.6	-14	COc1cc([N+](=O)[O-])ccc1NC(=O)N1CCCCCC1
32	0	1	-10	-2	-1	i	i	-7	0.5	-4	CCN(CC(=O)NCc1cccs1)C(=O)C(c1ccccc1)c1ccccc1
33	3	-5	-1	0	4	i	i	2	-1.3	-26	Cc1nnc(N2C(=O)C(O)=C(C(=O)c3ccco3)C2c2cccc([N+](=O)[O-])c2)s1 (configuration not stated)
34	-9	3	-2	-2	-2	i	i	-6	1.3	-22	O=C(O)c1ccc(Sc2ccccn2)c([N+](=O)[O-])c1
35	-3	1	-1	1	4	i	i	-3	-0.3	2	Cc1ccc(S(=O)(=O)N/N=C2\C(=O)C3(C)CCC2C3(C)C)cc1 (configuration not stated)
36	-4	-1	-2	2	-5	i	i	8	4.5	3	O=C(NC1CCCC1)c1ccc2c(c1)N(Cc1ccc(F)cc1)CCS2
37	-2	1	-5	3	3	i	i	9	-1.8	1	O=C(NC12CC3CC(CC(C3)C1)C2)N1CCN(C(=O)C2CCCO2)CC1 (configuration not stated)
38	-49	-4	-3	-5	4	.	+	22	13	-2	COc1cc2c3nnc(-c4ccc(F)cc4)c-3cn(Cc3ccc(C)cc3)c2cc1OC
39	2	1	-3	-1	1	i	i	-5	1.2	0	COc1nc(Nc2cccc(C(F)(F)F)c2)nc(OC)n1
40	-2	2	-7	0	-3	i	i	-7	-1.1	0	COc1ccc(NC(=O)CN2CCN(CC(=O)Nc3ccc(F)cc3)CC2)c(OC)c1
41	0	3	-5	-2	2	i	i	-8	-0.3	3	CCOc1ccccc1C(=O)NCC(=O)NCC(C)(C)N1CCOCC1
42	-19	-1	-2	-1	1	i	i	-5	-2.0	1	CCC(C)NCCCOc1c(C)cc(C)cc1Br (configuration not stated)
43	-1	1	-16	0	-5	i	i	-4	1.1	1	CCOc1ccccc1OCCCC(=O)Nc1cc(S(=O)(=O)N2CCOCC2)ccc1OC
44	6	1	-2	-2	-16	i	i	-2	-0.4	-1	CCOC(=O)[C@H]1[C@H]2COc3ccc(Br)cc3[C@@H]2N2C(=O)CN(Cc3ccc(OC)cc3)C(=O)[C@@]12C
45	2	0	-2	0	33	i	i	-1	0.3	-8	O=C(CCC(=O)N1CCN(c2ccccn2)CC1)c1ccc(Cl)s1
46	-1	3	-3	-1	3	i	i	-3	-0.9	-3	CCc1csc(CCNC(=O)C2CCC(=O)N(CCOC)C2)n1 (configuration not stated)
47	1	-2	22	3	-3	i	i	7	2.1	7	CC(=O)C1=C(O)C(=O)N(CCc2c[nH]c3ccccc23)C1c1ccc(O)cc1 (configuration not stated)
48	-1	2	-6	-2	6	i	i	-1	0.1	-3	CC1CCC(NC(=O)C(=O)Nc2ccc3c(c2)OCO3)CC1 (configuration not stated)
49	-2	-3	12	-2	3	i	i	-3	-0.7	2	COc1ccccc1OCCC(=O)OCC(=O)NC(C)c1ccccc1 (configuration not stated)
50	2	1	-4	-3	46	i	i	8	2.9	10	O=C(Nc1cc(Br)ccc1O)c1cc(-c2ccccc2)on1
51	-1	2	-9	1	1	i	i	0	-0.9	-2	Cc1ccccc1-c1noc(CNC(=O)c2ccco2)n1
52	0	-3	-4	-2	4	i	i	-1	2.6	-7	Cc1ccccc1Nc1nc(N)c2ccccc2n1
53	-4	0	-9	0	-18	i	i	4	-0.2	1	COc1ccc(S(=O)(=O)N2CCSC2)cc1C
